QS inhibitor: blocks AIP-induced quorum sensing reporter in S. aureus; actives 0.3% (n = 24,000); S. aureus RN6390 RNAIII-GFP reporter, flow cytometry 3 h; inhibition, % at 2 µM; AID 527;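 active = share of bacteria positive for the green fluorescent reporter and its mean brightness both inhibited by 50% or more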;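 note: 0% = AIP-stimulated control and 100% = unstimulated bacteria without AIP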
QS inhibitor GFP MFI %: second read-out of QS inhibitor, no call of its own (marks repeat the call); inhibition, %; measured here: inhibition of GFP MFI
* hit, by the source's call.

SMILES	QS inhibitor	QS inhibitor GFP MFI %
O=C1C2CCCN2C(c2ccncc2)N1c1ccc(Cl)c(Cl)c1 (stereo not drawn)	1	2
O=C(NCC(c1cccnc1)N1CCN(c2ccccc2)CC1)Oc1ccccc1 (stereo not drawn)	-9	-13
NCC(CC(=O)O)c1ccc(Cl)cc1 (stereo not drawn)	-4	-16
Cc1cc(OCC(=O)O)c2c3c(c(=O)oc2c1)CCCC3	0	17
O=C(CN1CC(c2ccccc2)CC1=O)Nc1ccccc1 (stereo not drawn)	-2	-6
CCOc1cc2[nH]c(=S)n(CCCC(=O)N3CCC4(CC3)OCCO4)c(=O)c2cc1OCC	-4	-12
Cc1ccc2c(c1)C1CN(C)CCC1N2C(=O)Cn1nnc(-c2ccccc2F)n1 (stereo not drawn)	-3	-4
COc1ccc2[nH]c(C)c(CCN3CCC(=O)C(C)C3C)c2c1 (stereo not drawn)	-6	-10
Nc1ccccc1C(=O)OC1CSC1	-1	-12
Cc1c2ccncc2c(C)c2c1[nH]c1ccccc12	29	66
O=c1c2ccccc2[nH]c(=S)n1-c1ccc2c(c1)OCO2	-2	-2
Cc1cc(N2C(=O)C3CCCN3C2c2cccc(Cl)c2)no1 (stereo not drawn)	1	4
N#CC1=C(N)Oc2c(c(=O)oc3ccccc23)C1c1ccc(OC(=O)N2CCOCC2)cc1 (stereo not drawn)	0	-36
CCOC(=O)C1C(=O)N(C)C2(C)CC1c1cc(OC)ccc1O2 (stereo not drawn)	0	8
Cc1nn(Cc2ccccc2Cl)c(Cl)c1C(=O)OCC(=O)NCc1ccco1	0	6
CC(C)N(CCC(C(N)=O)(c1ccccc1)c1ccccn1)C(C)C (stereo not drawn)	-4	-13
COc1ccc(Cc2nccc3cc(OC)c(OC)cc23)cc1OC	-2	-29
CCOC(=O)C1C2c3ccccc3O[C@@]1(C)N=C1SCC(=O)N12 (stereo partly drawn)	0	2
CN1CC=C(c2c[nH]c3ccccc23)CC1	-3	2
O=P(OCC(F)(F)C(F)F)(N1CCCCC1)N1CCCCC1	-1	-5

Single records (already shown). Values in the order: QS inhibitor	QS inhibitor GFP MFI %
O=P(OCC(F)(F)C(F)F)(N1CCCCC1)N1CCCCC1 in the list: -1	-5
CC(C)N(CCC(C(N)=O)(c1ccccc1)c1ccccn1)C(C)C (stereo not drawn) in the list: -4	-13

More results:
SMILES	QS inhibitor	QS inhibitor GFP MFI %
CCN1C(=O)c2ccccc2Sc2ccc(C(=O)N3CCC4(CC3)OCCO4)cc21	3	32
CCOC(=O)C1C(=O)N(C)C2(C)CC1c1ccccc1O2 (stereo not drawn)	-1	-15
Cc1c(C(=O)N2CCC3(CC2)OCCO3)sc2ncnc(N(C)c3ccccc3)c12	-3	-14
O=P(O)(O)Cc1ccccc1OP(=O)(c1ccccc1)c1ccccc1	-10	-16
COc1ccc(OC)c(N2C(=O)NC(=O)C(CCc3ccncc3)(CCc3ccncc3)C2=O)c1	0	-3
COc1ccc(C2SCC(=O)Nc3c2c(=O)[nH]n3C2CCCCCC2)cc1OC (stereo not drawn)	0	-6
Cc1ccc2c(c1)N(CCC(=O)N1CCC3(CC1)OCCO3)C(=O)C(C)O2 (stereo not drawn)	-11	-20
O=c1[nH]c(=O)n(-c2cccc3ccccc23)c(O)c1C=NCCCn1ccnc1	1	5
COc1ccc(CCn2c(O)c(C=NCCCN(C)C)c(=O)[nH]c2=O)cc1OC	-1	-3
CCCCn1c(O)c(C=NC2CCCCC2N)c(=O)[nH]c1=O (stereo not drawn)	-4	-4

Part of the list above in order of number of heavy atoms, descending:
SMILES	QS inhibitor	QS inhibitor GFP MFI %
CCOc1cc2[nH]c(=S)n(CCCC(=O)N3CCC4(CC3)OCCO4)c(=O)c2cc1OCC	-4	-12
CC(C)N(CCC(C(N)=O)(c1ccccc1)c1ccccn1)C(C)C (stereo not drawn)	-4	-13
CCOC(=O)C1C(=O)N(C)C2(C)CC1c1cc(OC)ccc1O2 (stereo not drawn)	0	8
O=P(OCC(F)(F)C(F)F)(N1CCCCC1)N1CCCCC1	-1	-5
Cc1c2ccncc2c(C)c2c1[nH]c1ccccc12	29	66
CN1CC=C(c2c[nH]c3ccccc23)CC1	-3	2

The listing picks up with the 4 entries that preceded the break.
SMILES	QS inhibitor	QS inhibitor GFP MFI %
Cc1ccc2c(c1)N(CCC(=O)N1CCC3(CC1)OCCO3)C(=O)C(C)O2 (stereo not drawn)	-11	-20
O=c1[nH]c(=O)n(-c2cccc3ccccc23)c(O)c1C=NCCCn1ccnc1	1	5
COc1ccc(CCn2c(O)c(C=NCCCN(C)C)c(=O)[nH]c2=O)cc1OC	-1	-3
CCCCn1c(O)c(C=NC2CCCCC2N)c(=O)[nH]c1=O (stereo not drawn)	-4	-4
CC(=O)Nc1ccc(S(=O)(=O)NC(CC(=O)N2CCC3(CC2)OCCO3)C(C)C)cc1 (stereo not drawn)	-2	-10
CCCC[n+]1cc(/N=C(\[O-])OC)on1	0	4
Cc1cccc(N2CCc3c2nc2ccccc2c3N)c1	0	22
O=C(c1cc2c(s1)-c1ccccc1OC2)N1CCC2(CC1)OCCO2	-1	-7
CCS(=O)(=O)N1CCC(C(=O)N2CCC3(CC2)OCCO3)CC1	5	13
O=C(NCc1ccccn1)c1ccccc1Cl	0	-4
COc1ccc(CC[n+]2cc(/N=C(\C)[O-])on2)cc1OC	0	-28
O=C(CNS(=O)(=O)c1cccs1)N1CCC2(CC1)OCCO2	3	11
CC(C)[C@@]1(NC(=O)[C@@H]2C=C3c4cccc5[nH]cc(c45)C[C@H]3N(C)C2)O[C@@]2(O)[C@@H]3CCCN3C(=O)[C@H](Cc3ccccc3)N2C1=O	30	35
CC(=O)C1C(=O)NC23CCCCC2C1c1ccccc1O3 (stereo not drawn)	0	-11
O=C(CN1C(=O)CN=C(c2ccccc2Cl)c2cc(Cl)ccc21)NCc1ccco1	2	8
O=C(NC1(C(F)(F)F)Oc2ccccc2O1)N1CCC2(CC1)OCCO2	0	2
O=C(C(Cc1ccccc1)NS(=O)(=O)c1ccc(F)cc1)N1CCC2(CC1)OCCO2 (stereo not drawn)	-2	-3
CC(C)(C)OC(=O)c1c(N)n(Cc2ccco2)c2nc3ccccc3nc12	-1	-6
CCn1c(=O)cc(OCC(=O)N2CCC3(CC2)OCCO3)c2ccccc21	-4	-2
Cc1cc(Cl)ccc1OC(C)C(=O)O (stereo not drawn)	-1	-20
CN1C2CCC1CC(OC(=O)c1ccc(Cl)cc1)C2 (stereo not drawn)	-4	-17
CN(C)CCc1nc2ccccc2c(=O)n1-c1ccccc1	0	2
CN1CCN(c2nc3ccccc3c(=O)n2-c2ccccc2)CC1	-3	-19
Cc1cccc(-n2c(C)nc3cc(C(=O)N4CCC5(CC4)OCCO5)ccc32)c1	1	12
COc1ccc(CC2C(=O)NC(=O)NC2=O)c(OC)c1	-9	-28
O=C(c1ccc2c(c1)ncn2C1CCCCCC1)N1CCC2(CC1)OCCO2	1	10

Shown as a markdown table: 4 of the compounds above.
| SMILES | QS inhibitor | QS inhibitor GFP MFI % |
| --- | --- | --- |
| O=C(CNS(=O)(=O)c1cccs1)N1CCC2(CC1)OCCO2 | 3 | 11 |
| CC(C)[C@@]1(NC(=O)[C@@H]2C=C3c4cccc5[nH]cc(c45)C[C@H]3N(C)C2)O[C@@]2(O)[C@@H]3CCCN3C(=O)[C@H](Cc3ccccc3)N2C1=O | 30 | 35 |
| CC(=O)C1C(=O)NC23CCCCC2C1c1ccccc1O3 (stereo not drawn) | 0 | -11 |
| O=C(CN1C(=O)CN=C(c2ccccc2Cl)c2cc(Cl)ccc21)NCc1ccco1 | 2 | 8 |

Only part of the results is shown. The share of hits here may be higher or lower than overall.
